Compound activity deposited in PubChem BioAssay by several laboratories.
TWEAK Fn14 block = inhibitors of TWEAK-Fn14 interaction signaling; TWEAK-stimulated Fn14 reporter cells, luciferase luminescence, 8 h; inhibition, % at 10 µM; AID 1159606; 2% of 360,000 active; in the data active means inhibition above about 50%
NCOA2 inhibitor = inhibits human steroid receptor coactivator 2; AID 651957; Q15596; inhibition, % at 9 µM; 0.17% of 370,000 active; HEK293 GAL4-SRC2 luciferase reporter, luminescence;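 active means inhibition above the mean inhibition of all tested compounds plus 3 SD, set per campaign, cut at about 52% in these data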;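 further: 0% = DMSO treated cells and 100% = cells given Gossypol at 36 µM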
TROY NFkB inh = TROY signaling inhibition; 0.98% of 360,000 active; inhibition, % at 10 µM; Q293 LMP1-TROYcd NF-kB luciferase reporter, 4 h;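 active means compounds whose plate-normalised and pattern-corrected inhibition of the luciferase reporter signal at the single screening dose is 50% or more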
SRC3 inh = human NCOA3 inhibition; HEK293 GAL4-SRC3 luciferase reporter, luminescence; inhibition, % at 3.6 µM; 0.17% of 360,000 active; AID 588352;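 active means inhibition above a per-campaign cutoff, the mean of all compounds plus 3 SD, cut at about 60% in these data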;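 further: 0% = DMSO-treated cells and 100% = gossypol-treated cells at 36 µM; higher means less SRC3-driven luciferase light from the GAL4 reporter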
NCOA1 inh = inhibits human SRC1 coactivator; Q15788; HEK293 GAL4-SRC1 luciferase reporter, luminescence; inhibition, % at 3.6 µM; 0.12% of 360,000 active;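 active means inhibition above the campaign mean plus 3 SD, with each screening campaign given its own cutoff, cut at about 60% in these data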;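 further: 0% = DMSO treated cells and 100% = gossypol at 36 µM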
Target sequence (Q15788 whole entry, looked up, the tested form may be a part): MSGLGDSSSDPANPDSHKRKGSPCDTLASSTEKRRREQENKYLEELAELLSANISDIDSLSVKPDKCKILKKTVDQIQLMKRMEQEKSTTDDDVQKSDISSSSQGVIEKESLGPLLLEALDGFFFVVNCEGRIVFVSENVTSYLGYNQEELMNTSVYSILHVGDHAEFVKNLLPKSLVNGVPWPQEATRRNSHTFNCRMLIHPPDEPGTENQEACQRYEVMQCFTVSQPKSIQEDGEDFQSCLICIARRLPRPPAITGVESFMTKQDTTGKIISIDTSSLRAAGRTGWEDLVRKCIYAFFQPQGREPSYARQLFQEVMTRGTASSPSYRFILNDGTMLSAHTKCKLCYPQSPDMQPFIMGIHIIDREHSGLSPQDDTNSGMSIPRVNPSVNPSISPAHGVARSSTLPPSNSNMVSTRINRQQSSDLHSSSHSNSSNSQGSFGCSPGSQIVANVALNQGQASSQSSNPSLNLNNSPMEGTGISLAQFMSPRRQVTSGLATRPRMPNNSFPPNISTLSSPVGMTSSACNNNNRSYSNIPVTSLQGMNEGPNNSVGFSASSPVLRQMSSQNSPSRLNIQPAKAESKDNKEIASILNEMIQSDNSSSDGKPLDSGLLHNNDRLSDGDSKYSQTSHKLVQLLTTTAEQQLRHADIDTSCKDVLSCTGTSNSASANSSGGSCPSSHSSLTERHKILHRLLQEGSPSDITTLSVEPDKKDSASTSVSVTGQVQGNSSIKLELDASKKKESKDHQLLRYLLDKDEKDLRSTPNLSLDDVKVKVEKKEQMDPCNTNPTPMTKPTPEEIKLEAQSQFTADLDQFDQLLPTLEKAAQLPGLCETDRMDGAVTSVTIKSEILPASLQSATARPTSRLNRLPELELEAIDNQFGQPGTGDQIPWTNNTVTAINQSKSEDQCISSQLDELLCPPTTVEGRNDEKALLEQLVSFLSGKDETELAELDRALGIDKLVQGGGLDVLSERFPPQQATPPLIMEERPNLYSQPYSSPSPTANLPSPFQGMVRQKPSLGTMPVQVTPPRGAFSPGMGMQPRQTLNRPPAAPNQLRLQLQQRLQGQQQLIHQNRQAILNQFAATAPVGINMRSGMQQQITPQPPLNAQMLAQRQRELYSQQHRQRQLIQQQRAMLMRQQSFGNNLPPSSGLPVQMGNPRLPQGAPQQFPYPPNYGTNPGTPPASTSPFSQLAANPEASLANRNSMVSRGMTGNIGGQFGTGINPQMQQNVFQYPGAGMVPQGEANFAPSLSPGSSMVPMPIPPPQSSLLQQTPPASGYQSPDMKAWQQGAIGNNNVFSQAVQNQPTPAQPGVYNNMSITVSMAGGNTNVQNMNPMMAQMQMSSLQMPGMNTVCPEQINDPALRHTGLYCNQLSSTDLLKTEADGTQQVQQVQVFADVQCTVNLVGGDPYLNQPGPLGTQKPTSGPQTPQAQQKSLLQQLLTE
COUP-TFII inh = blocks human COUP-TFII nuclear receptor; P24468; HEK293T NGFI-A luciferase reporter, luminescence; inhibition, % at 8.6 µM; 0.7% of 370,000 active; AID 686940;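 active means inhibition above a per-plate cutoff, mean inhibition of test wells between control levels plus 3 SD, cut at about 38% in these data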;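 further: cells cotransfected with COUP-TFII expression vector driving the NGFI-A reporter; 0% = median of COUP-TF2 test wells and 100% = reporter-only cells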
Exocytosis inh = blocks lytic granule exocytosis; TALL-104 LAMP-1 surface exposure, flow cytometry; cells stimulated with thapsigargin and PMA; inhibition, % at 10 µM; 0.66% of 360,000 active;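 active means inhibition above about 55%, limit read from the data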
ABHD5-PLIN5 inh = ABHD5-PLIN5 protein interaction inhibition; Q00G26+Q8WTS1; Split G. princeps luciferase complementation, luminescence, 4 h; inhibition, % at 4 µM; 0.78% of 360,000 active; AID 602281;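 active means inhibition above the mean inhibition across every tested compound plus 3 SD, cut at about 22% in these data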;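 further: 0% = DMSO only wells and the 100% control is not disclosed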
TLR9-MyD88 inh = inhibitors of human TLR9-MyD88 binding; Q9NR96+Q99836; CHO BLA complementation TLR9-MyD88, CCF4 FRET ratio; inhibition, % at 4.98 µM; 0.21% of 340,000 active; AID 504734;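 active means inhibition above the mean over all tested compounds plus 3 SD, cut at about 21% in these data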;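 further: 0% = DMSO only wells and 100% = clavulanate BLA inhibitor control wells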
NR5A2 inv ag = suppresses constitutive activity of human LRH-1; O00482; HEK293T StAR-luciferase reporter, LRH-1 transfected, 24 h; inhibition, % at 3.6 µM; 0.13% of 360,000 active; AID 602396;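 active means inhibition above the mean inhibition of all tested compounds plus 3 SD, cut at about 73% in these data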;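 further: 0% = DMSO wells and 100% = reporter-only cells lacking LRH-1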
NOD2-RIPK2 inh = NOD2-RIPK2 protein interaction inhibition; O43353; CHO BLA complementation NOD2-RIPK2, CCF4 ratio; inhibition, % at 4.98 µM; 0.38% of 360,000 active; AID 624267; in the data active means inhibition above about 21%;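 further: 0% = vehicle only and 100% = reference blocker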
* hit, by the source's call; . = not tested or not shown; & = joins results of further samples. This is a subset (hit frequency here may not be typical).

SMILES	TWEAK Fn14 block	NCOA2 inhibitor	TROY NFkB inh	SRC3 inh	NCOA1 inh	COUP-TFII inh	Exocytosis inh	ABHD5-PLIN5 inh	TLR9-MyD88 inh	NR5A2 inv ag	NOD2-RIPK2 inh
COc1ccc(-n2nnnc2-c2cn(C)nc2C(F)(F)F)cc1	-1	20	3	7	12	12	2	12	-2	15	5
Cc1cc(NC(=O)Nc2cccc(C)c2C)no1	-8	7	-6	-2	-26	15	-4	6	10	8	-11
O=C(CCC(=O)n1ncc2ccccc21)NCc1ccccc1Cl	14	-5	3	18	6	-12	0	1	-8	27	11
O=S(=O)(c1ccc(F)cc1)N1CCN(CC(O)COc2ccccc2F)CC1 (stereo unspecified)	-1	13	1	1	7	-7	-8	0	-30	0	-16
Cc1ccccc1C(=O)NNC(=S)NC(=O)c1cccnc1	-9	-14	-24	-3	4	-11	24	-2	-5	-13	3
COc1ccc(C(=O)N/C(=C/c2cccs2)C(=O)NC(C)(C)C)cc1OC	-4	7	3	8	-2	-4	-1	-1	-3	-20	4
Cc1nn(CC(=O)Nc2ccc3c(c2)OCCO3)c(C)c1[N+](=O)[O-]	-7	-7	7	-22	-5	9	8	0	-6	48	4
COCCCn1c(=N)c(C(=O)NC2CCCCC2)cc2c(=O)n3ccccc3nc21	-19	-19	9	17	-6	-15	-2	2	-27	9	-26
CCOc1ccc(S(=O)(=O)NC(C)C(=O)NC2CCCC2)cc1 (stereo unspecified)	-1	-6	-5	14	-7	-23	0	11	4	10	-2
Cc1ccc(N(C(=O)c2ccc(S(=O)(=O)N3CCCC3)cc2)C2C=CS(=O)(=O)C2)cc1 (stereo unspecified)	-1	-5	-5	1	5	8	-2	2	4	-16	3
Cc1cc(S(=O)(=O)N2CCOCC2)ccc1OCC(=O)NCCCn1ccnc1	13	0	2	-4	-16	9	-12	-7	-5	10	-8
C[C@H](CO)N1C[C@H](C)[C@@H](CN(C)C(=O)Nc2ccc(C(F)(F)F)cc2)Oc2c(NS(=O)(=O)c3cn(C)cn3)cccc2C1=O	-34	3	-11	8	1	-23	4	4	-6	-4	-17
c1coc(CN(Cc2ccco2)c2ncnc3c2oc2ccccc23)c1	66*	.	18	13	13	.	4	6	-3	9	-2
CCN(CCCNC(=O)CN1C(=O)COc2ccc(S(=O)(=O)N3CCC(C)CC3)cc21)Cc1ccccc1	10	2	-20	26	5	0	-3	6	-6	-25	2
O=C(CSc1ccc2nnc(-c3ccccn3)n2n1)N1CCOCC1	-8	8	-5	2	8	5	-8	0	0	-10	-9
O=C(Nc1ccccc1Cl)c1ccc(S(=O)(=O)NCC2CCCO2)cc1 (stereo unspecified)	7	-9	10	2	-11	5	0	-8	-1	6	-6
Cc1ccc(NC(=O)c2ccc(NCCN)c([N+](=O)[O-])c2)cc1Cl	-58	-19	-76	-33	-22	-4	-1	17	-4	-18	-8
COc1ccccc1N1CCN(C2CCCN(C(=O)c3snnc3C)C2)CC1 (stereo unspecified)	6	-7	3	6	8	-1	8	4	-14	14	-2
COc1ccc(-c2c(C)n([O-])c3c([n+]2=O)CCC3)cc1OC	5	-13	-9	11	-11	7	-4	2	-5	-3	3
COc1ccc(C(=O)NNC(=O)c2snnc2C)cc1	-7	-24	6	14	-18	-18	-3	-3	-12	-7	-3
CCOC(=O)N1CCN(C(=O)c2cc3cc(OC)c(OC)cc3[nH]2)CC1	28	3	11	-31	18	4	-5	-3	3	-18	2
Cc1ccccc1OCC(O)Cn1c(=N)n(CCN2CCOCC2)c2ccccc21 (stereo unspecified)	-7&-2	-28&0	11&2	3&4	8&3	0&14	-4&-3	7&-6	11&1	7&-19	-5&-5
CC(C)(C)N1C(=O)c2ccccc2NC(=O)C1C(=O)Nc1ccc(N2CCOCC2)cc1 (stereo unspecified)	.	-2	.	.	.	-10	3	5	.	8	-9
O=C(NC(Cc1ccccc1)C(=O)O)C1CCN(S(=O)(=O)c2cccc(C(F)(F)F)c2)CC1 (stereo unspecified)	16	-14	4	-1	-2	-5	-1	-2	3	-7	6
O=C(NCc1ccc(-c2nc3ccccc3s2)cc1)c1ccco1	15	13	-4	-13	-34	-30	9	3	-1	-44	-5
Cc1ccccc1OCC(=O)N(Cc1ccc(N(C)C)cc1)C1CCS(=O)(=O)C1 (stereo unspecified)	-9	-6	3	15	13	-3	-1	-9	-3	-17	1
O=C(O)CC(NC(=O)CCc1ccccc1)c1ccc(Cl)cc1 (stereo unspecified)	1	18	2	-3	-1	13	-19	-2	-3	5	-2
COc1ccc(S(=O)(=O)N2CCOCC2)cc1NC(=O)Cc1ccc2c(c1)OCCO2	6	7	11	17	12	-17	4	3	2	-2	-5
Cc1nn(S(=O)(=O)c2ccc(F)cc2)c(C)c1S(=O)(=O)N1CCOCC1	4	10	5	-7	4	3	-1	-13	1	-4	-1
C[C@H](c1ccccc1)N1C[C@H](COCc2ccccc2)Oc2cc(N3CC[C@H](N(C)C)C3)ccc2S1(=O)=O	-2	2	13	.	.	3	68*	5	.	-24	1
O=C1c2ccccc2-c2nnc(-c3ccc(F)cc3)cc21	75*	-39	-2	-65	-92	-26	2	-1	5	-57	14
COCCNc1nc2cc(-c3cccc(C(F)(F)F)c3)sc2c(=O)n1C	-4	8	-5	-15	2	15	7	5	.	12	-2
O=C(NCc1ccc(F)cc1)C1CC(=O)N(C2CCCCC2)C1 (stereo unspecified)	7	-6	0	-20	17	-12	1	11	-12	9	-9
N#C/C(=C/c1ccc(OCc2ccc(C(=O)O)cc2)cc1)C(=O)Nc1ccccc1	-5	.	-22	-9	9	.	7	-2	2	-14	-14
CC(C)(C)C1CCC(=NNc2nc3ccccc3[nH]2)CC1 (stereo unspecified)	49	-39	42	-34	-14	-20	-3	-10	1	3	4
COc1ccc2oc(C(=O)NC(C)(C)C)c(C)c2c1	-9	-85	-68	-83	-52	-31	2	-5	2	-91	1
Cc1nc(=O)c(-c2ccccc2)c(C)n1-c1ccc(O)cc1	7	4	-1	-8	-15	21	1	4	5	20	1
Cc1cc(C)c(C(=O)COC(=O)CCNS(=O)(=O)c2c(Cl)cccc2Cl)cc1C	-6	-10	-6	20	13	3	-3	6	-11	-19	-3
CCc1nnc(NC(=O)C2CCCN2C(=O)Nc2ccc(Cl)cc2)s1 (stereo unspecified)	4	1	4	-3	1	-3	4	-3	-6	11	3
COc1cccc(CNC(=O)c2ccncc2)c1	5	12	-9	11	4	-25	2	1	0	6	0

Compounds shown so far that have a nitro group on carbon (2):
SMILES	TWEAK Fn14 block	NCOA2 inhibitor	TROY NFkB inh	SRC3 inh	NCOA1 inh	COUP-TFII inh	Exocytosis inh	ABHD5-PLIN5 inh	TLR9-MyD88 inh	NR5A2 inv ag	NOD2-RIPK2 inh
Cc1nn(CC(=O)Nc2ccc3c(c2)OCCO3)c(C)c1[N+](=O)[O-]	-7	-7	7	-22	-5	9	8	0	-6	48	4
Cc1ccc(NC(=O)c2ccc(NCCN)c([N+](=O)[O-])c2)cc1Cl	-58	-19	-76	-33	-22	-4	-1	17	-4	-18	-8

The results go on:
SMILES	TWEAK Fn14 block	NCOA2 inhibitor	TROY NFkB inh	SRC3 inh	NCOA1 inh	COUP-TFII inh	Exocytosis inh	ABHD5-PLIN5 inh	TLR9-MyD88 inh	NR5A2 inv ag	NOD2-RIPK2 inh
OC[C@H]1O[C@@H](c2nc(-c3ccc(Br)cc3)no2)C[C@@H]1O	-14	-56	-57	-78	-79	-35	2	-5	.	-85	6
COc1cccc(NC(=O)N2CCC(NC(=O)C3CCCCC3)CC2)c1	41	2	2	7	-13	-9	20	1	4	-7	-5
Cc1cc(=O)[nH]c(Nc2ccc(C(=O)OC(C)C)cc2)n1	-17	-31	-13	-18	-5	-20	-4	2	-12	-50	0
O=C(/C=C/c1cn(-c2ccccc2)nc1-c1cccnc1)NCCN1CCOCC1	10	12	-7	8	4	-11	1	0	9	15	-7
CCOC(=O)c1ccccc1NC(=O)CN1C(=O)NC(C)(CCc2ccccc2)C1=O (stereo unspecified)	-11	-41	13	19	-9	2	0	-8	0	0	9
CN(C)S(=O)(=O)c1ccc(Cl)c(NC(=O)COC(=O)[C@@H]2CCCN2C(=O)c2cccs2)c1	-22	-14	-3	4	3	10	-2	1	2	-10	0
CCCc1c(C)c2ccc(OCC(C)=O)cc2oc1=O	-11	-77	-30	-52	-78	-39	20	-5	11	-8	-2
CCCOC(=O)/C(C)=N\NC(=O)c1ccco1	-16	-39	-83	-118	-111	-26	1	2	7	-135	5
Cc1ccc(S(=O)(=O)Nc2ccccc2C=Nc2cccc(C)c2C)cc1	40	-3	7	27	-13	10	6	-2	-2	0	7
COC(CNC(=O)c1cc(C(=O)c2c(-c3c(Cl)cccc3Cl)noc2C)c[nH]1)OC	11	-13	6	-3	-3	-4	1	-2	-9	11	10
COC(=O)c1ccccc1NC(=O)CN(Cc1ccccc1)S(C)(=O)=O	7	16	5	2	3	6	-6	1	-8	4	0
O=C(CN(C1CCCCC1)S(=O)(=O)c1ccccc1)N1CCCC1	26	11	-3	-9	-7	-2	-5	2	5	-3	-2
O=C(NCC(=O)N1CCN(c2cccc(Cl)c2)CC1)c1ccc(Br)o1	-6	6	-1	-1	-22	-6	0	4	-2	4	-4
O=C(CSc1nnc(Cn2cnc3ccccc32)o1)Nc1cccc2ccccc12	-2	2	2	-18	-12	13	-2	-7	-5	-6	-4
COC(=O)c1ccccc1NC(=O)c1cc2ccccc2o1	-26	4	-55	-24	-9	-14	8	-10	-4	-18	-5
COc1ccc(C(C(=O)NCc2ccc(F)cc2)N(C(=O)c2csnn2)C2CC2)cc1 (stereo unspecified)	-13	-10	-26	-15	-3	11	2	-10	-5	2	-12
Cc1csc(N2CCCC2c2nc3cc(C(F)(F)F)ccc3n2CCOCCO)n1 (stereo unspecified)	-8	-2	-4	2	-20	10	2	9	0	17	7
CCN(CC)CC(C(=O)N(CC)CC)P(=O)(c1ccccc1)c1ccccc1 (stereo unspecified)	34	-4	-2	13	-2	1	-4	6	-9	-10	6
CC(C)Cn1c(O)c2ccc(C(=O)N=NC(=O)c3cccnc3)cc2c1O	10	-30	-10	8	5	1	-1	-1	4	22	-2
CCOC(=O)Nc1ccc2c(c1)N(CCCN(C)C)c1ccccc1CC2	-16	7	6	15	15	-1	44	20	-3	7	-1
CCOc1ccc(-n2c(-c3ccc(OC)cc3)c[n+]3c2CCCCC3)cc1	35	-5	41	46	30	83*	4	3	-1	84*	2
CC1Cn2c(nc(=O)c3c2NCN(CCc2ccccc2)C3)S1 (stereo unspecified)	7	-1	22	13	7	0	-14	-4	2	4	0
Nn1c(Nc2ccccc2)nc2ccccc2c1=O	-9	-11	-7	11	1	-4	0	3	-3	5	-10
Cn1c(SC/C=C/c2ccccc2)nnc1-c1cnccn1	-9	-27	-10	7	13	-4	2	1	4	32	-5
O=C1CCN(c2ccc([N+](=O)[O-])cc2F)CC1	-2	-8	16	1	4	13	0	3	5	9	0
COC(=O)c1sc(S(=O)(=O)NC(Cc2ccccc2)C(=O)O)c(C(=O)OC)c1C (stereo unspecified)	-13	14	4	-13	5	-9	-2	-9	-11	4	-12
CCn1c(=N)n(CC(=O)c2ccc(OC)c(OC)c2)c2ccccc21	-20	.	2	0	-1	.	-2	3	-1	-20	-6
